Bim-Bcl-B: inhibitors of Bim-Bcl-B interaction, human. bead-based flow cytometry, Bim peptide-Bcl-B binding. inhibition, % at 10 µM. hit rate 0.073% among 190,000. AID 951;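 note: 0% = tracer peptide without compound and 100% = reference inhibitor peptide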
Mcl1 Bid PPI: Mcl-1/Bid interaction inhibition. Q07820. TR-FRET Mcl-1/Bid-Dy647 peptide binding, 1536-well. inhibition, % at 21.7 µM. hit rate 0.97% among 220,000. AID 1021;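 active = compounds that cut the binding signal by more than half at the single screening dose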;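 note: His-tagged Mcl-1 with europium anti-His antibody binding Bid BH3 peptide; 0% = Mcl-1 plus peptide wells and 100% = peptide-only wells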
Target sequence (Q07820 whole entry, looked up): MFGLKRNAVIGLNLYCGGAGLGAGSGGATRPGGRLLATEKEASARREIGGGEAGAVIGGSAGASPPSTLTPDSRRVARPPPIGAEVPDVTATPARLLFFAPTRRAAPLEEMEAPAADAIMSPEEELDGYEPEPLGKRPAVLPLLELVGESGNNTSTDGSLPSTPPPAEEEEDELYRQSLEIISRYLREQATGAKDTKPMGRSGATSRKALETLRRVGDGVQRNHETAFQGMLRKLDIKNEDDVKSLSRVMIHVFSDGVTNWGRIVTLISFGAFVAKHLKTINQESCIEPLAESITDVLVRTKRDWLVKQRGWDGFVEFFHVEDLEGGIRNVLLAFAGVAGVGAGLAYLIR
RGS8-Gao: human RGS8-Galphao interaction regulation; multiplexed bead flow cytometry, RGS8-Galphao binding; actives lie on both sides; response (percent of control binding), % at 10 µM; hit rate 0.34% among 220,000; AID 1423; in the data active = response below about 60% or above about 140%; inactive = in between;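 note: Galphao activated as the GDP aluminium fluoride complex binding bead-coupled RGS8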
Bim-Bcl-2: disrupts Bim peptide binding to human Bcl-2; P10415; Bead-based flow cytometry, Bim peptide-Bcl-2 binding; inhibition, % at 10 µM; hit rate 0.06% among 190,000; in the data active = inhibition above about 40%; inconclusive = no clear call, values can overlap the other calls;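 note: 0% = no compound wells with probe peptide and 100% = reference peptide inhibitor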
Target sequence (P10415 whole entry, looked up): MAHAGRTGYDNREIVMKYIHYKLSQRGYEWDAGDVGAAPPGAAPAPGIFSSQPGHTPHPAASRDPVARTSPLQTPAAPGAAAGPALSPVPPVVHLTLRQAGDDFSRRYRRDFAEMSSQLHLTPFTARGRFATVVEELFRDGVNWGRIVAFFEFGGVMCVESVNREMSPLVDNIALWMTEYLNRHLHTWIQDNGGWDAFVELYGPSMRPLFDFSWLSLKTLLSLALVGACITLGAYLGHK
Bfl-1 Bim block: human Bim-Bfl-1 interaction inhibition; Q16548; Bead-based flow cytometry, Bim-Bfl-1 binding inhibition; inhibition, % at 10 µM; hit rate 0.12% among 190,000;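 note: 0% = wells without compound plus tracer and 100% = blocker peptide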
RGS7-Gao reg: modulates binding of RGS7 to human Galphao; binding response (% of control), % at 10 µM; hit rate 0.35% among 220,000; Multiplexed bead flow cytometry; actives lie on both sides; in the data active = binding response below about 49% or above about 150%; inconclusive = no clear call, values can overlap the other calls; inactive = in between;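 note: fluorescent Galphao held in activated GDP-AlF4 state binding bead-coupled RGS7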
GSH bead fluor: compound fluoresces at 488/530 nm on GSH beads. GSH beads flow cytometry, compound fluorescence 488/530 nm; stronger effect = higher value. fluorescence (KMESF) at 10 µM. hit rate 0.25% among 190,000; in the data active = fluorescence above about 89;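 note: glutathione beads carrying GST-tagged Bcl family fusion proteins plus one bare bead set; values are compound well signal with DMSO vehicle wells as background; inactives centre near 16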
Mcl-1 Bim block: human Bim-Mcl-1 interaction inhibition. Q07820. Bead-based flow cytometry, Bim peptide-Mcl-1 binding. inhibition, % at 10 µM. hit rate 0.1% among 190,000;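 note: 0% = no compound tracer wells and 100% = peptide blocker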
Bim-Bcl-XL: inhibitors of Bim-Bcl-XL interaction, human | Q07817 | Bim peptide-Bcl-XL binding, bead flow cytometry, fluorescence | inhibition, % at 10 µM | hit rate 0.04% among 190,000 | AID 1007
Target sequence (Q07817 whole entry, looked up): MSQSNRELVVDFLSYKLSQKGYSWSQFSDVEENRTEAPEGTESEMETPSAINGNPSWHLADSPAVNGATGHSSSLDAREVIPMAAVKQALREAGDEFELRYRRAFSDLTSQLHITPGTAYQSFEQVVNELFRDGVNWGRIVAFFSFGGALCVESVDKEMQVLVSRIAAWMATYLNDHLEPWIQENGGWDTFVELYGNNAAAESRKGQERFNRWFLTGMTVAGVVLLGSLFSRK
RGS4-Gao reg: modulates binding of RGS4 to human Galphao; P09471; Multiplexed bead flow cytometry; actives lie on both sides; binding response (% of control), % at 10 µM; hit rate 0.33% among 220,000; in the data active = binding response below about 49% or above about 150%; inactive = in between;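 note: fluorescent Galphao activated with aluminum fluoride binding bead-coupled RGS4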
Bcl-W Bim block: human Bim-Bcl-W interaction inhibition | Q92843 | bead-based flow cytometry, Bim peptide-Bcl-W binding | inhibition, % at 10 µM | hit rate 0.02% among 190,000 | AID 952;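 note: 0% = bound tracer without compound and 100% = peptide blocker; higher means less fluorescent Bim peptide bound to Bcl-W beads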
Target sequence (Q92843 whole entry, looked up): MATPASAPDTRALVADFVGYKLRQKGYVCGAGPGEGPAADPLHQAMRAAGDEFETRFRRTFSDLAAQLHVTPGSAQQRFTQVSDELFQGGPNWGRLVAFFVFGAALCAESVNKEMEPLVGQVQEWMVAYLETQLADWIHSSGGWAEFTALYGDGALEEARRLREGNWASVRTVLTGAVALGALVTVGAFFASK
An asterisk follows results filed as active. Cut-off read from the data, not from the text of the source, unless noted: active = inhibition above about 40%.

`Cc1ccc2[nH]c(=O)c(-c3nc4ccccn4c3NCc3ccco3)cc2c1` gave Bim-Bcl-B -1, Mcl1 Bid PPI -2, RGS8-Gao 116, Bim-Bcl-2 -2, Bfl-1 Bim block -1, RGS7-Gao reg 111, GSH bead fluor 16, Mcl-1 Bim block -5, Bim-Bcl-XL -5, RGS4-Gao reg 109 and Bcl-W Bim block -4.
`C/C(=N\NC(=O)C1CC1)c1ccc(Cl)c(Cl)c1` gave Bim-Bcl-B -36, Mcl1 Bid PPI -21, RGS8-Gao 100, Bim-Bcl-2 -7, Bfl-1 Bim block 0, RGS7-Gao reg 98, GSH bead fluor 53, Mcl-1 Bim block -133, Bim-Bcl-XL -1, RGS4-Gao reg 104 and Bcl-W Bim block -3.
Screening O=c1cc(CN2CCN(c3ccccc3)CC2)nc2scc(-c3ccccc3)n12 returned Bim-Bcl-B 4, Mcl1 Bid PPI -32, RGS8-Gao 125, Bim-Bcl-2 -1, Bfl-1 Bim block 2, RGS7-Gao reg 103, GSH bead fluor 12, Mcl-1 Bim block 0, Bim-Bcl-XL -1, RGS4-Gao reg 104 and Bcl-W Bim block 0.
CCOc1ccc(-c2nc(CCl)cs2)cc1OC was read as Bim-Bcl-B -2, Mcl1 Bid PPI -16, RGS8-Gao 100, Bim-Bcl-2 -5, Bfl-1 Bim block -6, RGS7-Gao reg 98, GSH bead fluor 13, Mcl-1 Bim block 0, Bim-Bcl-XL -2, RGS4-Gao reg 102 and Bcl-W Bim block -2.
`CCOC(=O)c1cc(-c2ccccc2)n(CC(=O)NC(C)(C)C)c1C` gave Bim-Bcl-B -3, Mcl1 Bid PPI -23, RGS8-Gao 97, Bim-Bcl-2 0, Bfl-1 Bim block -1, RGS7-Gao reg 102, GSH bead fluor 11, Mcl-1 Bim block -6, Bim-Bcl-XL -8, RGS4-Gao reg 99 and Bcl-W Bim block -5.
For CC(C)CCNC(=O)CN(C(=O)Cn1nnc(-c2ccc(F)cc2)n1)C1CCCC1 the results were Bim-Bcl-B -4, Mcl1 Bid PPI -21, RGS8-Gao 102, Bim-Bcl-2 -7, Bfl-1 Bim block -8, RGS7-Gao reg 99, GSH bead fluor 15, Mcl-1 Bim block 0, Bim-Bcl-XL -1, RGS4-Gao reg 99 and Bcl-W Bim block 2.
For Brc1cccc(-c2nc(-c3ccncc3)no2)c1 the results were Bim-Bcl-B -1, Mcl1 Bid PPI 19, RGS8-Gao 106, Bim-Bcl-2 1, Bfl-1 Bim block -2, RGS7-Gao reg 104, GSH bead fluor 8, Mcl-1 Bim block 1, Bim-Bcl-XL -1, RGS4-Gao reg 109 and Bcl-W Bim block -4.
`O=C(c1ccc(C(F)(F)F)cc1)C1CCCN(C(=O)c2csnn2)C1` (stereo not drawn) gave Bim-Bcl-B -4, Mcl1 Bid PPI -25, RGS8-Gao 107, Bim-Bcl-2 -9, Bfl-1 Bim block -4, RGS7-Gao reg 116, GSH bead fluor 18, Mcl-1 Bim block -1, Bim-Bcl-XL -1, RGS4-Gao reg 112 and Bcl-W Bim block 0.
For N#Cc1nc(-c2ccccc2)oc1NCCN1CCCCC1 the results were Bim-Bcl-B 0, Mcl1 Bid PPI -9, RGS8-Gao 100, Bim-Bcl-2 -1, Bfl-1 Bim block 0, RGS7-Gao reg 101, GSH bead fluor 12, Mcl-1 Bim block -5, Bim-Bcl-XL 0, RGS4-Gao reg 100 and Bcl-W Bim block -2.
Screening CNC(=O)C1(CC(C)C)C=CCN1C(C)=O (stereo not drawn) returned Bim-Bcl-B -8, Mcl1 Bid PPI 3, RGS8-Gao 96, Bim-Bcl-2 0, Bfl-1 Bim block 0, RGS7-Gao reg 101, GSH bead fluor 17, Mcl-1 Bim block 0, Bim-Bcl-XL -3, RGS4-Gao reg 97 and Bcl-W Bim block -1.
COc1ccc(Cl)cc1NC(=O)C(C)Sc1n[nH]c(N)n1 (stereo not drawn) was read as Bim-Bcl-B 0, Mcl1 Bid PPI -8, RGS8-Gao 100, Bim-Bcl-2 -4, Bfl-1 Bim block 0, RGS7-Gao reg 101, GSH bead fluor 21, Mcl-1 Bim block -1, Bim-Bcl-XL 0, RGS4-Gao reg 102 and Bcl-W Bim block 0.
Cc1ccc2c(c1)C1NC(=S)NC(C)(O2)C1C(=O)Nc1ccc(Cl)cc1 (stereo not drawn) was read as Bim-Bcl-B -32, Mcl1 Bid PPI -13, RGS8-Gao 101, Bim-Bcl-2 0, Bfl-1 Bim block 5, RGS7-Gao reg 102, GSH bead fluor 7, Mcl-1 Bim block 6, Bim-Bcl-XL 3, RGS4-Gao reg 101 and Bcl-W Bim block 4.
For COc1ccc(C2C3C(=O)N(N(C)c4ncc(C(F)(F)F)cc4Cl)C(=O)C3ON2C)cc1 (stereo not drawn) the results were Bim-Bcl-B -6, Mcl1 Bid PPI 7, RGS8-Gao 117, Bim-Bcl-2 -6, Bfl-1 Bim block -9, RGS7-Gao reg 103, GSH bead fluor 12, Mcl-1 Bim block -2, Bim-Bcl-XL -4, RGS4-Gao reg 105 and Bcl-W Bim block -3.
`O=C(NC(Cc1ccccc1)C(=O)NC1CC1)OCc1ccccc1` (stereo not drawn) gave Bim-Bcl-B 0, Mcl1 Bid PPI -42, RGS8-Gao 103, Bim-Bcl-2 -1, Bfl-1 Bim block -5, RGS7-Gao reg inconclusive, GSH bead fluor 15, Mcl-1 Bim block 2, Bim-Bcl-XL 0, RGS4-Gao reg 104 and Bcl-W Bim block 0.
`COCCn1nnnc1CN1CCSCC1` gave Bim-Bcl-B -5, Mcl1 Bid PPI -15, RGS8-Gao 101, Bim-Bcl-2 0, Bfl-1 Bim block -6, RGS7-Gao reg 99, GSH bead fluor 20, Mcl-1 Bim block 1, Bim-Bcl-XL -2, RGS4-Gao reg 98 and Bcl-W Bim block -1.
Screening COc1ccccc1C(=O)Nc1ccc(-c2nnn(CC(=O)N3CCN(C(=O)c4ccco4)CC3)n2)cc1 returned Bim-Bcl-B -3, Mcl1 Bid PPI -9, RGS8-Gao 100, Bim-Bcl-2 1, Bfl-1 Bim block -3, RGS7-Gao reg 105, GSH bead fluor 26, Mcl-1 Bim block 1, Bim-Bcl-XL 0, RGS4-Gao reg 104 and Bcl-W Bim block -2.
For Cc1cccc(C)c1NC(=O)C(c1ccccc1)N1CC(=O)Nc2ccccc21 (stereo not drawn) the results were Bim-Bcl-B -1, Mcl1 Bid PPI -17, RGS8-Gao 81, Bim-Bcl-2 1, Bfl-1 Bim block 0, RGS7-Gao reg 98, GSH bead fluor 16, Mcl-1 Bim block 10, Bim-Bcl-XL 1, RGS4-Gao reg 99 and Bcl-W Bim block -1.
CCOC(=O)c1[nH]nc(-c2cc(CC)c(O)cc2O)c1-c1cscn1 was read as Bim-Bcl-B -3, Mcl1 Bid PPI -20, RGS8-Gao 98, Bim-Bcl-2 -3, Bfl-1 Bim block -4, RGS7-Gao reg 92, GSH bead fluor 19, Mcl-1 Bim block -2, Bim-Bcl-XL -2, RGS4-Gao reg 94 and Bcl-W Bim block 0.
`CS(=O)(=O)N1CCCC(C(=O)Nc2ccc(Br)cc2F)C1` (stereo not drawn) gave Bim-Bcl-B -4, Mcl1 Bid PPI -41, RGS8-Gao 102, Bim-Bcl-2 -5, Bfl-1 Bim block -3, RGS7-Gao reg 100, GSH bead fluor 13, Mcl-1 Bim block -3, Bim-Bcl-XL -5, RGS4-Gao reg 103 and Bcl-W Bim block 0.
Screening O=S(=O)(c1ccc2ccccc2c1)n1cnc2ccccc21 returned Bim-Bcl-B -3, Mcl1 Bid PPI 19, RGS8-Gao 98, Bim-Bcl-2 -3, Bfl-1 Bim block -1, RGS7-Gao reg 98, GSH bead fluor 14, Mcl-1 Bim block 0, Bim-Bcl-XL -2, RGS4-Gao reg 102 and Bcl-W Bim block -1.
`O=C(NCSc1ccnc(SCNC(=O)c2ccc(F)cc2)n1)c1ccc(F)cc1` gave Bim-Bcl-B -13, Mcl1 Bid PPI -57, RGS8-Gao 101, Bim-Bcl-2 -6, Bfl-1 Bim block 0, RGS7-Gao reg 107, GSH bead fluor 19, Mcl-1 Bim block -6, Bim-Bcl-XL -6, RGS4-Gao reg 103 and Bcl-W Bim block -10.
`O=S(=O)(NCc1cccs1)c1cccc(S(=O)(=O)N2CCCCC2)c1` gave Bim-Bcl-B -5, Mcl1 Bid PPI 3, RGS8-Gao 98, Bim-Bcl-2 0, Bfl-1 Bim block -2, RGS7-Gao reg 95, GSH bead fluor 20, Mcl-1 Bim block -3, Bim-Bcl-XL -3, RGS4-Gao reg 97 and Bcl-W Bim block -1.
For CC(C)c1ccc(OCC(=O)N2CCCCCC2)c(Br)c1 the results were Bim-Bcl-B -5, Mcl1 Bid PPI -5, RGS8-Gao 99, Bim-Bcl-2 -2, Bfl-1 Bim block -6, RGS7-Gao reg 96, GSH bead fluor 12, Mcl-1 Bim block -1, Bim-Bcl-XL -2, RGS4-Gao reg 99 and Bcl-W Bim block -4.
`COc1cccc(C(=O)Oc2ccc3c(C)cc(=O)oc3c2C(C)=O)c1` gave Bim-Bcl-B 0, Mcl1 Bid PPI -24, RGS8-Gao 102, Bim-Bcl-2 1, Bfl-1 Bim block 0, RGS7-Gao reg 102, GSH bead fluor 12, Mcl-1 Bim block 0, Bim-Bcl-XL -1, RGS4-Gao reg 106 and Bcl-W Bim block -3.
CCn1c(SCC(=O)Nc2cccc(OC)c2)nnc1-c1ccc(Cl)cc1 was read as Bim-Bcl-B -9, Mcl1 Bid PPI -58, RGS8-Gao 102, Bim-Bcl-2 -1, Bfl-1 Bim block 1, RGS7-Gao reg 103, GSH bead fluor 18, Mcl-1 Bim block -6, Bim-Bcl-XL -3, RGS4-Gao reg 100 and Bcl-W Bim block -1.
CC(=O)N1CCc2cc(S(=O)(=O)NCCC(=O)Nc3cccc(C)c3)ccc21 was read as Bim-Bcl-B -8, Mcl1 Bid PPI -10, RGS8-Gao 86, Bim-Bcl-2 -10, Bfl-1 Bim block -18, RGS7-Gao reg 97, GSH bead fluor 24, Mcl-1 Bim block 0, Bim-Bcl-XL -3, RGS4-Gao reg 79 and Bcl-W Bim block -3.
For CCn1c(SCC(=O)Nc2cc(C)on2)nnc1-c1cccnc1 the results were Bim-Bcl-B 0, Mcl1 Bid PPI -4, RGS8-Gao 100, Bim-Bcl-2 0, Bfl-1 Bim block 0, RGS7-Gao reg 102, GSH bead fluor 17, Mcl-1 Bim block -2, Bim-Bcl-XL 0, RGS4-Gao reg 102 and Bcl-W Bim block 1.
For CC(C)CNC(=S)Nc1ccccc1F the results were Bim-Bcl-B 0, Mcl1 Bid PPI -55, RGS8-Gao 96, Bim-Bcl-2 9, Bfl-1 Bim block 11, RGS7-Gao reg 96, GSH bead fluor 10, Mcl-1 Bim block -1, Bim-Bcl-XL 2, RGS4-Gao reg 96 and Bcl-W Bim block 1.

Taken from the listing for reference:
CC(=O)N1CCc2cc(S(=O)(=O)NCCC(=O)Nc3cccc(C)c3)ccc21 was read as Bim-Bcl-B -8, Mcl1 Bid PPI -10, RGS8-Gao 86, Bim-Bcl-2 -10, Bfl-1 Bim block -18, RGS7-Gao reg 97, GSH bead fluor 24, Mcl-1 Bim block 0, Bim-Bcl-XL -3, RGS4-Gao reg 79 and Bcl-W Bim block -3.
For CCn1c(SCC(=O)Nc2cc(C)on2)nnc1-c1cccnc1 the results were Bim-Bcl-B 0, Mcl1 Bid PPI -4, RGS8-Gao 100, Bim-Bcl-2 0, Bfl-1 Bim block 0, RGS7-Gao reg 102, GSH bead fluor 17, Mcl-1 Bim block -2, Bim-Bcl-XL 0, RGS4-Gao reg 102 and Bcl-W Bim block 1.

Not a hit list; 1.8% or so of the library scored in one or more.
